Screens as filed in PubChem BioAssay.
dFosB act: enhances mouse delta FosB homodimer DNA binding. P13346. purified delta FosB, TAMRA-CDK5 oligo fluorescence polarization; percent of positive-control signal above neutral wells. activation, % at 25 µM. 340,000 tested, 0.99% active;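 active means mean activation above about 17%, with every replicate also reaching it, limit read from the data, passing the limit was not always enough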;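 further: fluorescence polarization rise as delta FosB binds a TAMRA Cdk5 AP-1 oligo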
Target sequence (P13346 whole entry, looked up): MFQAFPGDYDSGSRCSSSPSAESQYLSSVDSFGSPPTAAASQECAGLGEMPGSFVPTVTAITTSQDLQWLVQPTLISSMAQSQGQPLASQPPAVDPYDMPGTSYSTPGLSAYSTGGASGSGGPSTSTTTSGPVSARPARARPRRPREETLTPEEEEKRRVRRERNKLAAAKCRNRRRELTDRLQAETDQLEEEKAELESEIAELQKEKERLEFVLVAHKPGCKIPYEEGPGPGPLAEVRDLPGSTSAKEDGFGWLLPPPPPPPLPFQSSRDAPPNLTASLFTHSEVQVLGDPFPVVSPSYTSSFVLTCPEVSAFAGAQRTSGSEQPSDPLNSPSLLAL
CAL PDZ FP-1: blocks peptide binding to the human CAL PDZ domain | Q9HD26 | purified CAL PDZ, TMR-peptide fluorescence polarization, 1 h | AID 602252 | inhibition, % at 24.9 µM | 300,000 tested, 0.92% active;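 active means mean inhibition of at least 30% with at least half of replicates also reaching 30%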;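 further: 0% = DMSO neutral control and 100% = excess unlabeled competitor peptide PRC23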
RTF Ca sens act: cardiac RTF calcium sensitization; P19429+P45379; IANBD-labeled TnC RTF fluorescence at EC20 calcium; 0% EC20 calcium, 100% full calcium; activation, % at 7.2 µM; 340,000 tested, 0.24% active; AID 493008;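 active means activation above the mean over all tested compounds plus 3 SD, cut at about 30% in these data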;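 further: rise in fluorescence read as greater calcium sensitivity of cardiac thin filaments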
V-ATPase pHluor: alters yeast V-ATPase proton transport; S. cerevisiae, pHLuorin cytosolic pH fluorescence; response, % at 10 µM; 350,000 tested, 0.37% active; AID 504577; in the data active means response mostly above about 7.3%, no sharp cut-off; inactive means mostly below about 5.4%; further: actives read high; inactives centre near 0; some compounds called inactive have numbers as strong as hits
CAL PDZ FP-2: inhibitors of human CAL PDZ peptide binding | Q9HD26 | AID 504414 | inhibition, % at 20 µM | 330,000 tested, 0.02% active | purified CAL PDZ, TMR-peptide fluorescence polarization, 1 h;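 active means highest replicate inhibition of at least 40%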;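 further: plate controls were DMSO neutral control wells for no effect and unlabeled competitor peptide control wells for full effect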
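Control set: unlabelled peptide and DMSO controls / Material: purified CerCALP PDZ construct / Timing: 1 h incubation at room temperature before polarization reading / Doses: 20 µM, one dose / Detection: fluorescence polarization (mP)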
MITF act: activators of MITF-driven TRPM1 promoter activity in SK-MEL-5 cells; activation, % at 12.5 µM; 300,000 tested, 0.75% active; AID 588334; SK-MEL-5 TRPM1-promoter luciferase, 24 h; % of positive control, neutral wells = 0;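 active means mean activation of at least 80% with every replicate also reaching 80%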;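 further: 0% = neutral control wells and 100% = parthenolide positive control wells; values of inactives mirror those of a sister screen read the other way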
Wnt act: activates Wnt/beta-catenin signaling in a reporter cell assay. activation, % at 9.35 µM. activator, plate reader. 300,000 tested, 1.2% active; in the data active means activation above about 30%, passing the limit was not always enough;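 further: 0% = neutral control wells and 100% = positive control wells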
Tat export inh: E. coli Tat transport inhibition | E. coli MC4100 TorA-mCherry Tat export, fluorescence | inhibition, % at 10 µM | 340,000 tested, 0.036% active | AID 488895;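 active means mean replicate inhibition at least 50% and at least half of replicates individually reaching 50%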;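 further: exported cargo escapes ClpAP degradation while cytoplasmic cargo is degraded and loses fluorescence; 0% = median of neutral control wells and 100% = median of NaSCN control wells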
CDK5 inh: CDK5/p35 (human) kinase inhibition. 330,000 tested, 0.01% active. Q00535+Q15078. AID 488839. inhibition, % at 10 µM. Recombinant CDK5/p35, ADP-Glo luminescence, 60 min;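 active means highest replicate inhibition of at least 50% and at least 75% of replicates reaching 50%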;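 further: plate controls were DMSO neutral control for no effect and GW8510 at 10 µM for full effect; many of its hits are not listed in these tables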
Rtt109 HAT inh: inhibitors of Candida albicans Rtt109/Vps75 histone acetyltransferase; inhibition, % at 34.9 µM; Q5AAJ8; 330,000 tested, 0.16% active; purified Rtt109/Vps75, ThioGlo CoA-SH fluorescence, 4 h;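 active means inhibition of at least 50% in every replicate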
Target sequence (Q5AAJ8 whole entry, looked up): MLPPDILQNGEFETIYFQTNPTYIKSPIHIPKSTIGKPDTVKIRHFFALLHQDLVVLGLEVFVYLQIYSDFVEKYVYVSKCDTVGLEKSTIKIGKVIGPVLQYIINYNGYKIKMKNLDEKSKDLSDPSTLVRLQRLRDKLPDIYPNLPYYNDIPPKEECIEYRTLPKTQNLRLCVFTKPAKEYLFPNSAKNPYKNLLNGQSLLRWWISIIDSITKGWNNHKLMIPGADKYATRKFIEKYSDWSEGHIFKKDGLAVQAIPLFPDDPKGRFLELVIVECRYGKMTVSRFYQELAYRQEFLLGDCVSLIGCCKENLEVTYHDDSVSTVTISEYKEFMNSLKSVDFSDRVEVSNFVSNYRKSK
Numbers without * were called inactive; x = not tested or not shown; & = joins results of further samples.

SMILES	dFosB act	CAL PDZ FP-1	RTF Ca sens act	V-ATPase pHluor	CAL PDZ FP-2	MITF act	Wnt act	Tat export inh	CDK5 inh	Rtt109 HAT inh
CCCNC(=O)C1CCN(S(=O)(=O)c2ccc3[nH]c(=O)ccc3c2)CC1	-1	x	1	0	-0.2	x	-6	-11	-4.0	-3
CCNC(=O)NC(=O)C(C)OC(=O)Cc1coc2cc3c(cc12)CCC3 (stereo unspecified)	-13	x	-4	-3	0.0	-2	-1	0	-0.7	-1
CC(C)c1c(O)nc(SCC(=O)Nc2ccc3c(c2)CCC3)[nH]c1=O	-7	0	-5	-1	-0.8	0	x	5	-0.3	18
COc1ccc(-n2ccnc2SCC(=O)NCc2ccco2)c(OC)c1	1	-3	4	-3	-1.3	4	-2	3	-1.4	7
Cc1c(N=C2NN=C(c3ccc(Cl)cc3)CS2)c(=O)n(-c2ccccc2)n1C	-6	-1	6	2	-2.6	-6	-3	-4	1.2	2
Cc1cc(/C=C(\C#N)C(=O)Nc2ccc(Cl)cc2)c(C)n1-c1ccc(N2CCOCC2)c([N+](=O)[O-])c1	-8	-4	3	-3	1.4	-18	-4	0	-0.8	-4
Cc1ccn2cc(-c3cccc(NC(=O)c4ccccc4)c3)nc2c1	-4	-9	-3	-1	-3.5	105*	17	10	0.3	4
CC(=O)N1CCc2cc(Br)cc(S(=O)(=O)N3CCC(C(=O)O)CC3)c21	-7	2	-1	-1	-2.2	-8	-2	-13	1.2	-14
CCOC(=O)c1c(C)[nH]c2c1-c1ccccc1C(=O)C2=O	1	-4	4	-2	-3.3	-104	-31	-1	-0.8	-3
COc1cc2c(cc1OC)C(C)N(C(C)=O)CC2 (stereo unspecified)	-2	4	-2	3	-2.1	3	x	0	0.8	-11
O=C(Nc1ccccn1)C1CCN(S(=O)(=O)c2ccc(Cl)cc2)CC1	-7	x	-3	-8	0.1	30	5	-6	-0.2	8
CCOc1ccc(NC(=O)CCN2CCN(C)CC2)cc1	3	x	-1	1	-0.7	x	0	-11	0.2	3
COc1ccc(CNC(=O)C(=O)NCCC2CCCCN2S(=O)(=O)c2ccccc2)cc1 (stereo unspecified)	-1	-22	-13	5	-2.1	-8	2	-1	-1.4	6
COc1ccc(OC)c(CCNC(=O)Cn2ccc3cc(S(=O)(=O)N4CCCC4)ccc32)c1	-11	-3	-5	-2	-2.1	-5	2	1	1.7	-9
Nc1nc(CN2CCN(Cc3ccccc3)CC2)nc(N2CCCc3ccccc32)n1	-9	-5	1	1	-2.6	-1	-2	6	0.2	-7
CCOCCCNC(=O)c1cn(CC(C)C)c(=O)c2c1c1ccccc1n2C	-1	-2	-2	1	-0.2	-14	0	-7	0.3	-8
CC(=O)c1ccc(OCC(=O)OCC(=O)N(CC(C)C)c2c(N)n(Cc3ccccc3)c(=O)[nH]c2=O)cc1	-3	-7	-8	6	-1.7	13	2	-4	1.3	25
CSCc1ccc(C(=O)NCc2ccccc2)cc1	-5	-1	-2	-1	-1.5	41	x	5	-0.2	2
CN(CCOc1ccccc1)CC(=O)Nc1cccc(C#N)c1	-12	-20	4	1	-4.5	8	4	4	-0.5	-13
O=[N+]([O-])c1cccc(C2=NCCC(c3ccccc3)O2)c1 (stereo unspecified)	0	-1	-7	0	-0.3	x	1	1	0.4	12
CC(=O)NCCC(=O)Nc1ncc(S(=O)(=O)c2ccc([N+](=O)[O-])cc2)s1	-5	-2	-2	-1	-1.4	-6	1	-8	0.9	-3
COc1ccc(-c2cc(C(=O)NCCCN3CCOCC3)on2)cc1OC	1	7	-1	-2	0.1	4	-1	0	3.3	25
O=C(COC(=O)CNC(=O)C1CCCCC1)Nc1cccc(F)c1	1	2	0	3	0.1	-5	5	-2	-0.7	5
CN(C)C(=O)c1c(NC(=O)c2ccco2)sc2c1CCCCC2	-4	3	-3	0	x	11	x	-13	-1.7	1
O=C(c1ccc2ccccc2c1)N1CCc2ccccc21	2	0	-5	3	-2.0	47	-1	1	-0.8	1
CCCCN(Cc1cccs1)S(=O)(=O)c1ccc(-c2ccc(=O)[nH]n2)s1	-7	-7	1	-1	-3.2	13	0	4	-1.0	-22
Cc1nc(C2CC(=O)OC23CCCCC3)cs1 (stereo unspecified)	4	-3	2	0	-1.2	1	-4	4	1.9	8
COc1cccc(OCC(O)CN2CCN(c3ccccc3)CC2)c1 (stereo unspecified)	-5&7	5&1	-2&2	0&-2	0.4&-0.7	-4&-7	-2&0	9&-4	0.1&0.3	-3&-3
Cn1c(SCC(=O)c2ccccc2)nnc1-c1ccc(O)cc1	-7	-3	-4	-1	-1.4	23	64*	3	-0.8	8
O=C(OCN1C(=O)c2ccccc2C1=O)c1ccco1	0	5	-6	-2	-0.8	-3	x	-4	-0.2	-2
CCOC(=O)c1c(S(=O)(=O)N2CCCC2)c(C)n(C)c1C	-6	-1	-1	-3	-1.9	0	3	-8	-0.3	27
N#CCCCCN1c2cccc3cccc(c23)S1(=O)=O	-1	-2	0	4	-4.9	x	x	2	-0.2	-11
COc1ccccc1N1CCN(C(=O)c2ccccc2SCC(=O)N2CCCC2)CC1	-4	-3	-5	-2	-3.1	-1	-1	-17	-0.8	-3
O=C1C(=Cc2ccco2)CCC1=Cc1ccco1	-9	0	3	3	0.1	22	0	-4	-0.1	2
Clc1cccc(CSc2nnc(-c3ccccn3)n2Cc2ccco2)c1	-11	-3	-3	0	x	x	x	11	-1.0	-11
COc1ccc(Br)cc1[C@H]1[C@H]2C=CC[C@@H](C)[C@@H]2C(=O)N1Cc1ccccc1	-6	-3	5	-4	-0.6	17	-9	0	-1.3	-2
O=C(O)CCS(=O)(=O)c1cc(Br)cc2c1N(C(=O)C1CC1)CC2	0	-3	-2	0	0.2	-6	0	-2	-0.2	-4
Cc1nnc(SC(C)C(=O)NC2CCCc3ccccc32)n1-c1ccccc1 (stereo unspecified)	1	-2	2	-2	-0.7	2	-2	5	-0.8	-1
Cc1nnc(SCC(=O)NC2CCCCC2)n1C1CCCCC1	1	-2	0	1	-0.5	0	x	0	0.0	1
Nc1nc(-c2ccccc2)c(-c2ccccc2)s1	-6	-3	5	-2	x	-3	0	3	2.5	-7

Some of these compounds in order of length of the SMILES, smallest number first.
SMILES	dFosB act	CAL PDZ FP-1	RTF Ca sens act	V-ATPase pHluor	CAL PDZ FP-2	MITF act	Wnt act	Tat export inh	CDK5 inh	Rtt109 HAT inh
Cc1nnc(SCC(=O)NC2CCCCC2)n1C1CCCCC1	1	-2	0	1	-0.5	0	x	0	0.0	1
CCOC(=O)c1c(S(=O)(=O)N2CCCC2)c(C)n(C)c1C	-6	-1	-1	-3	-1.9	0	3	-8	-0.3	27
COc1ccccc1N1CCN(C(=O)c2ccccc2SCC(=O)N2CCCC2)CC1	-4	-3	-5	-2	-3.1	-1	-1	-17	-0.8	-3

Going on with the list.
SMILES	dFosB act	CAL PDZ FP-1	RTF Ca sens act	V-ATPase pHluor	CAL PDZ FP-2	MITF act	Wnt act	Tat export inh	CDK5 inh	Rtt109 HAT inh
COc1ccc(CN(C)C(=O)c2cc(-c3ccccc3)nc3ccc(C)cc23)c(OC)c1OC	-18	x	2	-2	-0.6	7	3	13	-8.4	9
O=C(CSC1CC(=O)N(CCc2ccccc2)C1=O)Nc1cccc(Cl)c1 (stereo unspecified)	-12	3	-4	-3	-1.9	17	x	9	-0.3	17
Cc1cc(C)c(S(=O)(=O)N2CCCOC2CNC(=O)C(=O)NCc2ccccn2)c(C)c1 (stereo unspecified)	10	0	-5	-3	-0.9	-4	2	20	-0.1	2
Cc1ccccc1C(=O)Nc1ccc(S(=O)(=O)N2CCN(C)CC2)cc1	2	1	7	2	-0.3	-3	x	-3	0.7	15
O=C(NC1CCCC1)C(=O)N(Cc1cccnc1)C(C(=O)NCc1ccco1)c1ccccc1F (stereo unspecified)	-1	-2	-2	-3	-1.8	-9	-1	-1	-0.2	-5
c1cnc(-c2nnc3n2CCCCC3)cn1	-1	-1	4	-2	-0.7	-2	21	6	-1.9	7
CCOC(=O)c1c(C)[nH]c(C)c1C(=O)COC(=O)/C=C/c1ccc(OC(F)F)cc1	4	-4	6	10*	-1.2	-10	1	-3	0.5	4
COCCNC(=O)c1cc2cc(Br)cc(Br)c2oc1=O	-7	48*	2	-2	-0.8	0	-1	-20	-2.2	x
CCCC(=O)NCc1nc2ccccc2n1C	3	-1	2	1	-1.5	0	x	-2	-1.9	-21
COC[C@@H]1NS(=O)(=O)c2ccc(Br)cc2O[C@H]1c1ccccc1	-10	-7	-2	3	-0.7	7	-7	-15	1.2	0
O=C(NC1CCCCCC1)c1cccc(COCC(F)(F)F)c1	-6	-3	2	-5	x	x	15	-1	-1.1	-2
COc1ccc(NC(=O)CSc2nc3[nH]c(=O)cc(O)c3s2)cc1OC	4	-2	-4	-3	-0.6	4	-2	3	-0.9	4
C=CCn1c(C)csc1=Nc1ccc(C(C)=O)cc1	6	1	-6	-2	0.0	37	4	-3	0.2	7
CN1C(=O)/C(=C/c2ccc(OCc3ccc(F)cc3)cc2)NC1=S	0	2	9	-2	0.4	6	-1	-3	1.2	-1
Cc1nn(C)cc1C1C(C#N)=C(N)N(c2cccnc2)C2=C1C(=O)CCC2 (stereo unspecified)	2	-4	-3	-4	0.1	0	-2	-5	1.5	2
Cc1cc(N2CCCC2)nc2c(C)cccc12	4	0	12	4	0.5	7	0	4	0.2	41
CC12CCC(C(=O)NCCc3ccccc3)(OC1=O)C2(C)C (stereo unspecified)	-6	0	-4	2	-1.4	-1	-3	0	1.1	3
O=C(Cn1nc(C(F)(F)F)c2c1CCC2)Nc1ccccc1C(F)(F)F	-1	-7	13	-8	-1.7	x	x	-1	1.1	3
COc1ccc(/C=C/C(=O)N[C@@H](C)C(=O)O)cc1	0	10	-5	1	-0.4	-13	x	0	-4.2	-3
C=CCc1cc(C)cc(C)c1OCCn1cncn1	-1	1	11	-1	-1.4	x	x	26	-6.3	-18
Cc1ccc2[nH]c(C(=O)N/N=C/c3ccccc3C(=O)O)c(-c3ccccc3)c2c1	-1	-6	-6	1	-2.0	-8	2	1	1.5	-1
CN1CCN(c2ccc(CNC(=O)c3ccc4c(c3)OCCO4)cc2)CC1	-1	-3	5	-2	-0.5	-3	2	11	0.3	-9
COc1ccc(Cl)cc1NC(=O)C(=O)N/N=C/c1cc(C)n(-c2ccc(C)cc2)c1C	-5	-5	2	-2	-1.9	7	-5	3	-1.0	-6
O=C(NN=Cc1ccccc1O)C(O)(c1ccccc1)c1ccccc1	-1	-7	-3	0	1.5	-18	-3	-19	1.8	2
CC1N=C2c3ccccc3N=C(SCc3cc(=O)n4cc(Cl)ccc4n3)N2C1=O (stereo unspecified)	-9	17	-3	5	-1.3	4	-1	-3	0.7	9
N#Cc1cc2c(nc1SCc1cccnc1)CCCCC2	3	-8	6	-3	-0.2	6	x	19	12	14
C=CCN(CC=C)CCOc1cccc(Oc2ccccc2)c1	-5	-5	-5	-1	-0.3	8	2	4	0.2	-2
COc1cccc(-c2ccc3c(N)c(C(=O)NC4CC4)sc3n2)c1	-26	-2	11	-3	0.9	x	17	-3	-0.7	14
CC/C(=N\NC(=O)CNC(=O)/C=C/c1ccco1)c1ccccc1	-2	-6	7	1	-1.0	11	x	-4	-0.2	-6
COc1ccc(C(=O)n2cnc3ccccc32)cc1	-1	-6	3	-1	-0.9	x	2	13	-1.5	12
